# Screening results: PubChem, several laboratories
# hiPSC survival: enhancers of single-cell hiPSC survival, primary screen, ATPlite luminescence | 100% = ROCK inhibitor wells, 0% = DMSO | survival enhancement, % at 20 µM | 0.044% of 360,000 active | AID 602274, 2012; in the data active means survival enhancement above about 18%;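 further: cells exposed to compounds for 16 hours before the ATP read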
# MC4R ag barr: MC4R agonists recruiting beta-arrestin, primary screen, cell-based, luminescence, agonist arm of biased-ligand search; Melanocortin receptor 4 (Homo sapiens), P32245; U2OS MC4R beta-arrestin complementation; percent of melanotan II response, DMSO zero; activation, % at 8.9 µM; 0.98% of 360,000 active; AID 540308, 2011;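 active means activation above a per-plate cutoff, the mean activation of sample wells on that plate plus 3 SD, cut at about 8% in these data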
# Target sequence (P32245 whole entry, looked up): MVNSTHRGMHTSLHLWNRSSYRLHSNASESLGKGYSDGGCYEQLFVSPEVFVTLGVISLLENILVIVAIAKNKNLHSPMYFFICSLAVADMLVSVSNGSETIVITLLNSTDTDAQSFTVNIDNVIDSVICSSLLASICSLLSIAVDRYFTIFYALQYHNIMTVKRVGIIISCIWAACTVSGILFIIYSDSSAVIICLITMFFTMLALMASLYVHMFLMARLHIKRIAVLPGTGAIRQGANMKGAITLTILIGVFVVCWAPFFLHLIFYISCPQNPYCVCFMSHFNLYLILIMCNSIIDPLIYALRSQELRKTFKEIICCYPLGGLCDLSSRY
# m5-HT2A agonist: mouse Htr2a agonists via beta-arrestin recruitment, primary screen, cell-based, luminescence | 5-hydroxytryptamine receptor 2A (Mus musculus), P35363 | CHO-K1 mHTR2A beta-arrestin complementation; percent of 30 µM serotonin response | activation, % at 7.6 µM | 0.66% of 360,000 active | AID 624169, 2012;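 active means activation above a run cutoff, the mean activation of all tested compounds plus 3 SD, cut at about 14% in these data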;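 further: 0% = plate median of compound wells and 100% = 30 µM serotonin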
# Target sequence (P35363 whole entry, looked up): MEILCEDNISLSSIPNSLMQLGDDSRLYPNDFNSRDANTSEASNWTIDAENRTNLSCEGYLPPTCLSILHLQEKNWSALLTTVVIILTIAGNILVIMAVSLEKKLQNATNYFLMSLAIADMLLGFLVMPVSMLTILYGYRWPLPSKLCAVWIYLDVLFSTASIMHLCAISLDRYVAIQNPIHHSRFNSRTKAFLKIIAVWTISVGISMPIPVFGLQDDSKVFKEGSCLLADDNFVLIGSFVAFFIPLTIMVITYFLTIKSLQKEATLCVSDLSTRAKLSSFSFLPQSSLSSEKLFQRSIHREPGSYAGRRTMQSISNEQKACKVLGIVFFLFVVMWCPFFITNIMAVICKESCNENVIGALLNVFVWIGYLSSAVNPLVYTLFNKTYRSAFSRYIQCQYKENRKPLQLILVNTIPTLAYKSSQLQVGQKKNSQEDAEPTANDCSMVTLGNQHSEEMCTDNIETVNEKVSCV
# ABHD5 PLIN5 PPI: ABHD5-PLIN5 interaction inhibitors, primary screen, cell lysate, split luciferase complementation, luminescence; inhibition, % at 4 µM; 0.78% of 360,000 active; Perilipin-5 (Homo sapiens) + 1-acylglycerol-3-phosphate O-acyltransferase ABHD5 (Homo …; Split G. princeps luciferase complementation, 4 h;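 active means inhibition above the mean inhibition across every tested compound plus 3 SD, cut at about 22% in these data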;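 further: 0% = DMSO only wells and the 100% control is not disclosed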
# aDG glyco up: activators of alpha-DG glycosylation, primary screen, uHTS, Pro5-aDG cells, AlphaScreen; alpha-DG glycosylation AlphaScreen (IIH6); 0% Pro5, 100% B10-LARGE cell signal; activation, % at 10 µM; 0.22% of 360,000 active; AID 624168, 2012;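 active means activation of at least 8% versus controls, or a plate z-score of at least 8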;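 further: Pro5 are CHO cells carrying HIG-tagged alpha-DG that lacks glycosylation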
# MC4R antag cAMP: MC4R antagonists of cAMP signaling, primary screen, cell-based, TR-FRET, antagonist arm of biased-ligand search | inhibition, % at 6.5 µM | MC4R-expressing cells, MTII-stimulated cAMP, LANCE TR-FRET | 0.48% of 360,000 active | Melanocortin receptor 4 (Homo sapiens), P32245 | AID 540295, 2011;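 active means inhibition above its plate's cutoff, the mean of tested wells on that plate plus 3 SD, cut at about 29% in these data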;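 further: 0% = Melanotan II alone and 100% = Melanotan II plus saturating MCL0020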
#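 material = U2OS cells stably expressing human melanocortin 4 receptor (MC4R) | also added = Melanotan II challenge | dosing = single nominal compound dose of 6.5 µM | detection = TR-FRET with Eu-cAMP and labeled anti-cAMP, 671 nm | replication = singlicate | timing = compound 30 min, challenge 1 h, detection 1 h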
# N-glyco inh: increase of ERlucT glycosylation luciferase signal, primary screen, N-linked glycosylation inhibitor project, D54 ERlucT cells, luminescence, set 2; D54 ERlucT glycosylation luciferase reporter, 24 h; percent of 100 nM tunicamycin response; reporter increase, % at 12.5 µM; 0.23% of 360,000 active; AID 588692, 2011;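 active means mean luciferase reporter signal, scaled so untreated is 0 and the glycosylation-blocking control 100, at or above a set limit in every replicate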;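 further: luciferase carries N-glycosylation sites so blocking glycosylation raises the light; 0% = median of neutral control wells and 100% = median of 100 nM tunicamycin wells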
# Granule exo inh: LAMP-1 surface exposure blockers, TALL-104 cells – cell-based, flow cytometry, MLPCN library, primary screen; TALL-104 LAMP-1 surface exposure; cells stimulated with thapsigargin and PMA; inhibition, % at 10 µM; 0.66% of 360,000 active;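 active means inhibition above about 55%, limit read from the data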
# H9c2 protect: cardioprotection against H2O2-induced cell death, primary screen, uHTS, H9c2 cells, ATPLite luminescence. H9c2 cardiomyocytes, H2O2 injury protection, 2 h. protection from H2O2 cell death, % at 20 µM. 0.63% of 360,000 active;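 active means compounds giving at least 50% protection of heart cells from peroxide-induced death in the single-dose screen, raw or plate-pattern-corrected value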;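 further: 0% = DMSO wells with peroxide and 100% = DMSO wells without peroxide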
# ABCB6 inh 2: ABCB6 transporter inhibitors, primary screen, K562-ABCB6 cells, flow cytometry, MLPCN library. ATP-binding cassette sub-family B member 6 (Homo sapiens), Q9NP58. K562-ABCB6 porphyrin accumulation, 1 h; hits give low values. fluorescence ratio to DMSO, % at 10 µM. 0.19% of 360,000 active;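 active means fluorescence ratio to DMSO below 75%, the collection mean minus 3 SD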;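 further: signal is porphyrin accumulated inside mitochondria; 100% equals median channel fluorescence of DMSO control wells; lower ratio means ABCB6 inhibition with less porphyrin fluorescence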
# The depositor's hits bear a star; · = not tested or not shown.
cpd	SMILES	hiPSC survival	MC4R ag barr	m5-HT2A agonist	ABHD5 PLIN5 PPI	aDG glyco up	MC4R antag cAMP	N-glyco inh	Granule exo inh	H9c2 protect	ABCB6 inh 2
1	Cc1ccc(S(=O)(=O)N2CCN(C(=O)Cc3ccc(S(=O)(=O)N4CCOCC4)s3)CC2)cc1	-0.4	-3.9	2	-20	0.5	-4	4	1	0	90
2	COc1cc(NC(=O)c2ccc(C)cc2C)ccc1NC(=O)c1cc2ccccc2o1	0.2	12*	6	-2	-0.2	5	3	-2	-11	94
3	COC(=O)c1ccccc1NC(=O)CSc1nc2ccsc2c(=O)n1CCCCC(=O)O	1.2	-0.3	2	0	-0.1	11	4	0	7	94
4	COc1cccc(-c2nc(N3CCCCC3)c3ccccc3n2)c1O	0.7	-1.0	-2	-1	-0.1	24	-3	77*	-2	96
5	Cc1ccnc(NS(=O)(=O)c2ccc(NS(=O)(=O)c3cc(Cl)ccc3Cl)cc2)n1	0.9	-1.3	1	-3	0.9	0	2	-4	1	94
6	COc1ccc(S(=O)(=O)N2CCOCC2)cc1N=Nc1sc(N)nc1-c1ccccc1	-0.6	6.2	3	12	-0.3	-30	-2	1	-1	99
7	O=C(CCCN1C(=O)/C(=C/c2cccs2)SC1=S)NNC(=O)c1ccncc1	-1.7	1.2	-3	8	0.1	7	0	-17	-5	104
8	NC(=O)[C@@H]1CCCNc2c(F)cc([N+](=O)[O-])cc2C(=O)N[C@@H](CCC(=O)O)C(=O)N[C@@H](CO)C(=O)N1	-1.3	-0.4	12	7	-0.1	2	1	-3	16	97
9	COc1ccc(-n2cnnc2SCC(=O)Nc2cccc(S(=O)(=O)N3CCCCC3)c2)cc1	0.4	-1.0	0	3	0.0	-2	-1	-6	-1	97
10	CC(=O)c1c(C)[nH]c(C(=O)N2CC(C)CC(C)C2)c1C (stereo unspecified)	-0.3	-1.1	5	4	0.2	11	2	2	0	96
11	O=C1C2C3C=CC(C2C(=O)N1CCCO)C1C2C(=O)N(CCCO)C(=O)C2C31 (stereo unspecified)	-1.3	-0.2	-1	-2	0.4	4	3	6	-4	108
12	Cc1ccccc1NC(=O)CCN1CCCC1	-0.7	-1.2	3	3	-0.1	-3	1	1	8	88
13	COc1cc(OC)cc(C(=O)Nc2nc(CC(=O)NCc3ccccc3OC)cs2)c1	-0.3	-4.0	-1	-8	-0.1	9	0	-1	17	83
14	O=C(COc1ccc(Br)cc1)NCCCNC(=O)c1cnccn1	1.2	1.3	-5	-3	0.2	-4	0	-3	-8	95
15	CN1CCN(C(=S)NC(=O)/C=C/c2ccccc2)CC1	-2.5	-1.9	-2	5	0.0	18	2	-6	0	98
16	CCCN(C(=O)c1ccco1)c1nnc(-c2ccncc2)s1	5.3	1.7	4	-2	0.0	15	1	4	-4	100
17	COc1ccc(OCC(O)CNc2ccc(Br)cc2)cc1 (stereo unspecified)	3.1	3.3	-1	2	0.4	-3	4	2	-10	99
18	CCC(Sc1ccccn1)C(=O)Nc1cccc([N+](=O)[O-])c1 (stereo unspecified)	1.1	-1.1	-4	0	0.5	-3	-2	2	5	97
19	Cc1ccc2nc3n(c(=O)c2c1)-c1ncccc1C(=O)NC3Cc1ccc(O)cc1 (stereo unspecified)	1.2	-1.4	-10	2	0.0	5	1	-3	9	96
20	CCOC(=O)CSc1nnc(CNC(=O)Cc2ccccc2)n1-c1ccccc1OC	1.9	-0.9	1	-5	-0.1	4	1	1	-7	97
21	CCN(CCn1cccn1)C(=O)CC1C(=O)NCCN1Cc1cc(OC)cc(OC)c1 (stereo unspecified)	-2.6	0.4	1	-8	0.0	0	3	-5	2	91
22	COc1ccc(CN2CCNC(=O)C2CC(=O)N(C)C2CCOCC2)c(F)c1 (stereo unspecified)	-0.3	-2.4	11	4	0.2	19	·	3	-2	98
23	Cc1noc(C)c1COc1ccc(C(=O)OCC(=O)OC(C)(C)C)cc1	-1.1	2.4	0	-5	0.3	8	-2	-1	-19	95
24	Cc1ccc(NS(=O)(=O)c2cccc(C(=O)NCCCn3ccnc3)c2)cc1	0.7	-2.1	0	13	0.0	10	-1	8	-2	101
25	O=[N+]([O-])c1ccc(/C=N/n2c(COc3ccccc3)n[nH]c2=S)cc1	7.8	-1.6	0	-6	1.4	-3	1	8	-6	99
26	COc1cc(Cl)c(C)cc1NC(=O)CN1C(=O)C2CCCCC2C1=O (stereo unspecified)	1.1	-3.1	0	-1	0.2	-2	1	0	0	92
27	COCCCNC(=O)C[C@@H]1C[C@@]2(C(=O)OC)CCCCC=C2N(CCC2=CCCCC2)C1=O	-0.5	·	-2	-7	-0.2	·	·	-4	·	100
28	COc1cc2[nH]c(=O)n(CCC(=O)N3CC=C(c4ccccc4)CC3)c(=O)c2cc1OC	3.7	-0.3	-3	4	0.0	-2	1	2	0	97
29	COc1cc(NC(=O)C2CC2)c(OC)cc1NC(=O)c1ccco1	-0.5	-0.3	0	1	0.0	8	0	1	0	99
30	Cc1ccc(NC(=O)c2ncn(CC(=O)NCc3ccc4[nH]ccc4c3)n2)cc1C	-0.7	1.1	7	-2	-0.1	-5	-1	-2	1	97
31	Cc1cccc2c1N(CCOc1ccccc1)C(=O)C2=O	-0.7	-2.3	-1	9	0.0	0	2	2	4	102
32	Cn1cc(C(=O)c2ccc(Cl)cc2Cl)cc1C(=O)N/N=C(\N)COc1ccc(Cl)cc1	0.1	-0.2	15*	12	-0.2	2	-2	0	96*	91
33	Cc1ccc(NC(=O)c2cc3c(s2)CCCC3)cc1	-0.1	4.1	-9	-8	0.2	7	-7	0	-11	100
34	CCC(C)NC(=O)C1CCN(S(=O)(=O)c2ccc3nc4c(c(C(=O)O)c3c2)CCCCC4)CC1 (stereo unspecified)	0.5	2.2	0	1	-0.2	-3	-2	-6	-2	97
35	COc1ccc(CCN=Cc2ccc(O)cc2)cc1OC	2.7	-0.3	5	-4	0.1	3	4	7	-5	99
36	COc1ccc(S(=O)(=O)N(C)C)cc1NC(=O)c1ccc2c(c1)OCCO2	2.0	-1.7	-5	2	-0.4	2	1	-2	4	94
37	Oc1ccc(/C=N/Nc2cc(N3CCCC3)nc(N3CCCC3)n2)cc1	-0.3	2.4	-4	-22	0.4	-10	-8	53	-1	99
38	O=S(=O)(c1ccc(-c2ccccc2)cc1)N1CCCC1	0.1	-2.5	0	5	0.0	-7	-3	-6	-6	96
39	COc1ccc(/C=N/Nc2nc(Nc3ccccc3)nc(N3CCCC3)n2)cc1	-2.0	1.1	-10	-4	-0.2	13	-2	0	-1	100
40	CCOC1CCCc2oc(-c3ccc(OC)cc3)c(C#CCCO)c21 (stereo unspecified)	-1.2	·	5	-5	0.2	·	·	-3	·	113
41	CCOCC(=O)Nc1cc(C(=O)OC)cc(C(=O)OC)c1	1.1	-1.4	2	5	-0.1	2	3	8	-5	99
42	Cc1ccc(S(=O)(=O)NCC(=O)OCC(=O)N2CCc3ccccc32)cc1	-6.3	-1.8	-3	-2	-0.2	13	1	-7	33	97
43	CCc1c(O)nc(SCC(=O)Nc2ccccc2)n(C(C)CC)c1=O (stereo unspecified)	2.9	-1.8	-2	-4	0.0	3	0	-2	3	100
44	S=c1[nH]nc(-c2cc3ccccc3o2)n1Cc1ccccc1	2.4	-1.0	-9	-13	0.0	0	3	8	-8	109
45	Cc1cc(C)cc(N(CC(=O)Nc2cc(C)ccc2C)S(=O)(=O)c2c(C)[nH]c(=O)[nH]c2=O)c1	-0.3	-2.9	3	-10	-0.2	13	-1	-2	0	99
46	CCOc1ccccc1N1CCN(C(=O)c2csc(C)c2CC)CC1	-0.2	-0.5	-1	3	-0.6	7	-2	-10	9	95
47	COc1cc(C(=O)COC(=O)c2ccncc2)cc(OC)c1OC	6.7	-1.6	1	-3	0.1	-1	1	-21	2	100
48	Cc1cccc(-n2ccnc2SCC(=O)Nc2nnc(C)s2)c1	0.7	1.6	0	11	0.9	3	2	-6	2	98
